# Screening results from PubChem.
# OX1R antag-1 = antagonists of human orexin 1 receptor (OX1R); OX1R-expressing cells, FRET antagonist read-out; inhibition, % at 6.6 µM; 1.8% of 330,000 active; AID 485270, 2010; in the data active = inhibition mostly above about 38%, no sharp cut-off; inactive = mostly below about 40%;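 also: 0% = agonist challenge alone and 100% = reference antagonist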
# Target sequence (O43613 whole entry, looked up): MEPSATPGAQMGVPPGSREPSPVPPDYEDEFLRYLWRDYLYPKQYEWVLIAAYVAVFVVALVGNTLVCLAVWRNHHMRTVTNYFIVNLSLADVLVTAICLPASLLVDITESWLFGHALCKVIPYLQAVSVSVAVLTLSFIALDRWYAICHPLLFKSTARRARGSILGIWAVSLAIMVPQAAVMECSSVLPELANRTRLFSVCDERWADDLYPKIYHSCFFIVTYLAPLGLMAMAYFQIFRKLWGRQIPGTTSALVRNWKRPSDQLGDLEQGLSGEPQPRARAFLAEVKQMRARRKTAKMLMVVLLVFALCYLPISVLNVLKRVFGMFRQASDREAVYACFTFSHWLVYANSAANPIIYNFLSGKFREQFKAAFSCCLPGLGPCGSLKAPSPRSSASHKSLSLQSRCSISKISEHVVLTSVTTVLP
# CHT allo act = CHT positive allosteric modulators, primary screen, cell-based, membrane potential dye, choline EC20 | High affinity choline transporter 1 (Homo sapiens), Q9GZV3 | B-score at 10 µM | AID 488977, 2010 | 0.49% of 310,000 active | CHT-expressing cells; active compounds read high; LV-AA mutant CHT in HEK293 cells;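 active = initial fluorescence not abnormally high and integrated response B-score, plate-corrected, over 3 SD above library mean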
# Target sequence (Q9GZV3 whole entry, looked up): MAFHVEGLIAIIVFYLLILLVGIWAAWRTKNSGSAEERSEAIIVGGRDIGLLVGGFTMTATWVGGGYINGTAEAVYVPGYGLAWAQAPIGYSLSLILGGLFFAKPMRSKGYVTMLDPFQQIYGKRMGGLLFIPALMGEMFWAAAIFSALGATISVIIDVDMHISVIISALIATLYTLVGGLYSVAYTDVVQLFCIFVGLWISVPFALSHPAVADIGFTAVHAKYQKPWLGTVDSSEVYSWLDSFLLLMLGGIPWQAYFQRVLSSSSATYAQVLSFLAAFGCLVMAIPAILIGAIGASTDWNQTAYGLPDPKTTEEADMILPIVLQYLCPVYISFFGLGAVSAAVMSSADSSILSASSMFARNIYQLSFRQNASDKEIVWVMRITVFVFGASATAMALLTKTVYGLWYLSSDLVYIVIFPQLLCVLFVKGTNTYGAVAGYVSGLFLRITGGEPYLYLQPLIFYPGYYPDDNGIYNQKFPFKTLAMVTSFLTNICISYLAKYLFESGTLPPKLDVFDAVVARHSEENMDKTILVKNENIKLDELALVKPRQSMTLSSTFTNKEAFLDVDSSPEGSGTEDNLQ
# OX1R antag-2 = OX1R (HCRTR1) antagonists, primary screen, fluorescence, CHO/OX1R cells, Fluo-8 calcium, orexin A; 0.43% of 330,000 active; Fluo-8 calcium fluorescence; inhibition, % at 5 µM; AID 434989, 2010;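 active = inhibition above its plate's threshold, mean inhibition of all tested compounds on the plate plus 3 SD, cut at about 37% in these data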;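 also: 0% = orexin A challenge wells and 100% = SB-334867-A antagonist wells; not every result past the cut was called active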
# * marks the source's active call; other numbers are inactive results; i = inactive; · = not tested or not shown. No enrichment for hits; about 2.5% have a hit in one of these screens.
# The opening 15 compounds (preview)
SMILES,OX1R antag-1,CHT allo act,OX1R antag-2
O=C(NC(=S)NCC1CCCO1)c1ccc(Cl)cc1Cl (centres undefined),14,i,-13
COc1cccc(CN(C)C(=O)CNC(=O)c2ccc3c(c2)OCO3)c1OC,0,i,-22
CCN(CC)C(=S)SCC(=O)c1ccccc1,25,i,-15
CCOc1ccccc1NC(=O)NC(C)c1ccncc1 (centres undefined),10,i,-25
CCOC(=O)C1(Cc2cccc(OC)c2)CCN(Cc2cccn2-c2nccs2)CC1,12,i,-23
Cc1ccc(N2C(=O)c3ccccc3NC2C(C)Cc2ccc3c(c2)OCO3)cc1 (centres undefined),10,i,-3
CCOc1ccccc1N1CCN(C(=O)/C=C/c2cccc([N+](=O)[O-])c2)CC1,21,i,-8
CN1CCN(c2ccc(Cl)cc2NC(=O)CCN2C(=O)c3ccccc3C2=O)CC1,10,i,-25
COc1cccc(C2NC(=S)NC3=C2CCc2ccccc23)c1 (centres undefined),-1,i,-20
CCCC(=O)Nc1c(C(=O)OCC)[nH]c2ccccc12,10,i,-16
CC(=O)c1ccc(NC(=O)C(C)OC(=O)COc2ccc(C#N)cc2)cc1 (centres undefined),4,i,-14
OC1CCCN(Cc2nc(Cc3ccccc3Cl)no2)C1 (centres undefined),7,i,-27
CN(C)c1nc(Nc2ccccc2)nc(N(C)C)n1,15,i,-20
CC(=O)C(Sc1nn(C)c(=S)s1)C(=O)Nc1ccccc1 (centres undefined),20,i,-18
CN1CCN(c2ccc(Cl)cc2NC(=O)/C=C/c2ccc(F)cc2)CC1,13,i,-11

# The whole of this part, previewed entries included:
SMILES,OX1R antag-1,CHT allo act,OX1R antag-2
O=C(NC(=S)NCC1CCCO1)c1ccc(Cl)cc1Cl (centres undefined),14,i,-13
COc1cccc(CN(C)C(=O)CNC(=O)c2ccc3c(c2)OCO3)c1OC,0,i,-22
CCN(CC)C(=S)SCC(=O)c1ccccc1,25,i,-15
CCOc1ccccc1NC(=O)NC(C)c1ccncc1 (centres undefined),10,i,-25
CCOC(=O)C1(Cc2cccc(OC)c2)CCN(Cc2cccn2-c2nccs2)CC1,12,i,-23
Cc1ccc(N2C(=O)c3ccccc3NC2C(C)Cc2ccc3c(c2)OCO3)cc1 (centres undefined),10,i,-3
CCOc1ccccc1N1CCN(C(=O)/C=C/c2cccc([N+](=O)[O-])c2)CC1,21,i,-8
CN1CCN(c2ccc(Cl)cc2NC(=O)CCN2C(=O)c3ccccc3C2=O)CC1,10,i,-25
COc1cccc(C2NC(=S)NC3=C2CCc2ccccc23)c1 (centres undefined),-1,i,-20
CCCC(=O)Nc1c(C(=O)OCC)[nH]c2ccccc12,10,i,-16
CC(=O)c1ccc(NC(=O)C(C)OC(=O)COc2ccc(C#N)cc2)cc1 (centres undefined),4,i,-14
OC1CCCN(Cc2nc(Cc3ccccc3Cl)no2)C1 (centres undefined),7,i,-27
CN(C)c1nc(Nc2ccccc2)nc(N(C)C)n1,15,i,-20
CC(=O)C(Sc1nn(C)c(=S)s1)C(=O)Nc1ccccc1 (centres undefined),20,i,-18
CN1CCN(c2ccc(Cl)cc2NC(=O)/C=C/c2ccc(F)cc2)CC1,13,i,-11
COc1ccc(OC)c(-c2csc(NC(=O)c3ccccc3F)n2)c1,28,i,-19
CCc1cccc(CC)c1NC(=S)NCC(c1cccnc1)N1CCOCC1 (centres undefined),10,i,-8
O=C(N=C1SC2CS(=O)(=O)CC2N1Cc1ccccc1)C1CCCO1 (centres undefined),15,i,-4
O=C(OCc1nnc(-c2ccccc2)o1)c1ccc([N+](=O)[O-])o1,31,i,-13
CCc1ccc(NC(=O)C2CCN(c3c(N4CCCC4)c(=O)c3=O)CC2)cc1,-4,i,-18
O=C(COC(=O)C1CC(=O)N(c2ccc3c(c2)OCCO3)C1)NC1CCCc2ccccc21 (centres undefined),16,i,-14
CC(=O)Nc1coc2ccc(Br)cc12,9,i,-5
COC(=O)c1c(NC(NC(=O)c2ccccc2)(C(F)(F)F)C(F)(F)F)sc2c1CCN(C)C2,9,7.2*,-5
COc1ccccc1-c1noc(CCC(=O)Nc2cccc(C)c2)n1,24,i,-10
O=C(CSc1cn(Cc2ccccc2)c2ccccc12)N1CCOCC1,11,i,-20
SMILES,OX1R antag-1,CHT allo act,OX1R antag-2
COc1ccccc1S(=O)(=O)Nc1cc(S(=O)(=O)N2CCCCC2)ccc1N1CCOCC1,30,i,-31
O=C(NCc1ccccc1Cl)c1ccccc1Oc1ccccc1,24,i,-29
Cc1cc(NC(=O)c2ccco2)ncc1NC(=O)CCc1ccccc1,21,i,-9
COc1ccc(-n2c(Cc3cccn3C)nnc2SCC(=O)Nc2ccccc2F)cc1,17,i,-9
C#CCOCCOCCOCCNc1nc(N2CCOCC2)nc(N2CCN(C(=O)[C@H](Cc3cc4ccccc4[nH]3)n3cc([C@@H](N)Cc4ccc(O)cc4)nn3)CC2)n1,17,i,8
Cc1onc(-c2ccccc2Cl)c1C(=O)NCCn1c(C)cc2ccccc21,46*,i,7
COc1ccccc1[C@@H]1C(c2cccc(Cl)c2)=NN(c2ccccc2)[C@H]1C(=O)N1CCOC1=O,31,i,-15
O=C(CNc1ccc(Br)cc1)c1ccc(Br)s1,5,i,0
O=C1C=C(c2ccc3c(c2)oc2ccccc23)C[C@@H](c2ccc(Cl)cc2)C1,-4,·,-13
O=C1CC(c2ccc(F)cc2)CC2=C1C=Nc1ccccc1N2 (centres undefined),19,i,-33
CCc1nc2ccccc2n1CC(=O)N(C(C)CC)C1CCS(=O)(=O)C1 (centres undefined),11,i,-8
CCn1c(SCc2nc3scc(-c4ccccc4)c3c(=O)[nH]2)nnc1-c1ccc(Cl)cc1,20,i,-10
CSc1cccc(NC(=O)COc2ccccc2)c1,24,i,-3
Cc1cc(C)n2c(SCC(=O)NCc3ccc4c(c3)OCO4)nnc2n1,8,i,-21
Cc1noc(C)c1S(=O)(=O)Nc1cccc(C(F)(F)F)c1,30,i,-10
COc1ccc(-c2csc(NC(=O)C3=COCCO3)n2)c(OC)c1,33,i,1
O=C(NCCCN1CCOCC1)c1onc(CSc2ccccn2)c1C(=O)NCCCN1CCOCC1,5,i,-14
COc1cccc(/C=N/NC(=O)c2c(C)nc3ccc(Br)cn23)c1O,39,i,-36
COC(=O)CSc1ncnc2c1sc1nc3c(cc12)COC(C)(C)C3,7,i,-12
Cc1ccccc1C(=O)Nc1cccc(-c2cn3ccccc3n2)c1,73*,i,-24
O=C1NN=C(c2ccc(Cl)cc2)CC1c1cccc(Br)c1 (centres undefined),20,i,-26
COc1ccc(C(=O)NCc2ccccc2CN2CCCC2)cc1S(=O)(=O)Nc1ccc(C)cc1,1,·,-15
CCOC(=O)N1CCN(C(=O)COC(=O)CN(C)S(=O)(=O)c2ccc(NC(C)=O)cc2)CC1,6,i,4
CC1(C)CC2CC(C)(CN2C(=O)C23CCC(C)(C(=O)O2)C3(C)C)C1 (centres undefined),8,i,-19
COc1ccc(NC(=O)CNC(=O)c2c(C)nn(C)c2Cl)cc1,11,i,2
SMILES,OX1R antag-1,CHT allo act,OX1R antag-2
COCCN(Cc1cc2ccc(C)cc2n2nnnc12)Cc1nnnn1C(C)(C)C,22,i,-22
COc1ccccc1NC(=O)c1cc(Sc2nncn2C)nc2ccccc12,4,i,-26
O=C(CSc1nnc(-c2ccccc2O)o1)N1CCc2ccccc2C1,22,i,-29
Nc1n[nH]c(N)c1N=Nc1ccccc1,9,i,-5
COc1ccc(OCC(O)CN2CCc3ccccc3C2)cc1 (centres undefined),8,i,-14
CCOC(=O)c1ccc(-c2ccc(/C=N/NC(=O)Cc3nnc(N)s3)o2)cc1,12,i,-3
Cc1[nH]c2ccccc2c1C(=O)C(=O)NCC1CCCO1 (centres undefined),10,i,0
CCOc1ccccc1N=Nc1c(C)[nH]n(C(N)=S)c1=O,-4,i,-31
O=C(CCc1ccccc1)N=C1SC2CS(=O)(=O)CC2N1c1ccccc1 (centres undefined),-5,i,-26
Cc1noc(C)c1CSc1nc2ccccc2nc1NS(=O)(=O)c1ccc(Cl)cc1,61*,i,-9
CCOC(=O)c1c(-c2ccc(-c3ccccc3)cc2)csc1NC(=O)c1cccc(N2C(=O)CCC2=O)c1,1,i,-5
CCN(CC(=O)NCc1cccs1)C(=O)c1ccc(-c2ccc(F)cc2)o1,5,·,-24
NC(=O)N1CCCC1C(=O)Nc1ccc(Cl)c(Cl)c1 (centres undefined),6,i,-6
c1ccc2c(NCC3CCCO3)nc(-c3ccncc3)nc2c1 (centres undefined),28,i,-5
CCO[C@@H]1OC(C(=O)N2CCN(Cc3ccc4c(c3)OCO4)CC2)=C[C@H](c2cn(C(C)=O)c3ccccc23)[C@H]1CCCO,9,i,-31
Cc1cccc(NC(=O)CSc2nc3ccccc3o2)c1,35,i,-16
Cc1ccc(NC(=O)c2ccco2)c(NC(=O)c2ccccc2)c1,19,i,-19
CCN1C(=O)c2ccccc2S(=O)(=O)c2ccc(C(=O)NCC(OC)OC)cc21,-2,i,-25
CCSc1nnc(NC(=O)C(C(F)(F)F)C(F)(F)F)s1,11,i,-17
OCCN(Cc1ccccc1)c1ncnc2sccc12,10,i,-21
Cc1ccc(-n2nc(C)c3c(C)c(CCC(=O)NCC4CCCO4)c(=O)n(C)c32)cc1 (centres undefined),3,i,-20
O=C1CCCc2ccccc2N1Cc1cccc(F)c1,14,i,-1
COc1ccc(Br)cc1C1Nc2ccccc2C(=O)N1NC(=O)c1ccncc1 (centres undefined),24,i,-25
CN(c1ccccc1)c1nc(N)c([N+](=O)[O-])c(Nc2ccc(F)cc2)n1,-2,i,-34
C[C@H](CO)N1C[C@H](C)[C@@H](CN(C)C(=O)Nc2ccccc2)Oc2ccc(NC(=O)Nc3ccc(C(F)(F)F)cc3)cc2C1=O,2,·,2
SMILES,OX1R antag-1,CHT allo act,OX1R antag-2
COc1ccc(C2C(C#N)=C(N)Oc3c2oc(CO)cc3=O)cc1 (centres undefined),21,i,1
Cc1ccc(NC(=O)COC(=O)c2nn(C)c(=O)c3ccccc23)cc1F,12,·,-13
O=C1C=C(c2ccc3[nH]ccc3c2)CCC1,12,i,-2
COc1ccc(NCc2nnc(SCC(=O)Nc3ccc(OC)cc3OC)o2)cc1,11,i,-22
O=C(Nc1ccccc1C(=O)NC(Cc1ccc(O)cc1)C(=O)O)c1ccccc1 (centres undefined),14,i,-14
O=C(NCCO)c1cccc2c1-c1ccccc1C2=O,32,i,-6
CCOC(=O)C1C(=O)C=C(Nc2ccccc2F)CC1c1ccccc1 (centres undefined),15,i,3
Cc1ccc(NC(=O)C2CCCN(S(=O)(=O)c3c(C)noc3C)C2)c(Br)c1 (centres undefined),18,i,-9
CCN(C(=O)COC(=O)CNC(=O)c1ccc(F)cc1)C1CCS(=O)(=O)C1 (centres undefined),6,i,-3
Cc1cccc(-n2c(C)cc(/C=N/NC(=O)c3ccc(CN4CCOCC4)cc3)c2C)c1,17,i,-18
COCCC(=O)Nc1ccc2c(c1)CN(C(=O)CCSC)CC2,8,i,-5
CCN1CC(CN(C)Cc2cn(-c3cccc(C)c3)nc2-c2cccc(F)c2)CC1=O (centres undefined),11,i,-25
Cc1ccc(-c2nnn(CC(=O)N3c4ccccc4CCc4ccccc43)n2)cc1,31,i,-10
CN(CC(=O)Nc1ccc(F)cc1)C(=O)c1ccc(OCc2cn3ccccc3n2)cc1,6,·,-6
COc1cc(C2=NOC(C(=O)NC3CCCCC3)C2)cc(OC)c1OC (centres undefined),2,i,-23
COc1ccc(NC(=O)Nc2ccc3c(c2)CCC3)cc1,30,i,3
CCCCCCCCOc1ccc(C2CC(=O)NC2=O)cc1 (centres undefined),13,i,-1
Cc1cc(C(=O)OCC(=O)NCc2ccco2)c(C)n1-c1ccc(F)cc1,35,i,-32
CCCCn1c(N)c(N(CC)C(=O)CSCC(=O)Nc2ccc(OC)cc2)c(=O)[nH]c1=O,0,i,-5
COc1ccc(-c2cc(C(=O)N3CCCCC3)c3ccccc3n2)cc1OC,35,i,-12
O=C(/C=C/c1ccccc1F)N1CCN(c2ccccn2)CC1,17,i,-5
Cc1cccc(CCNC(=O)c2nnc(Cc3ccc(Cl)cc3)o2)c1,2,i,-24
COC(=O)CCC(=O)OC1(C)C(=O)C2=CN(CCN3CCOCC3)C(c3ccc(OC)cc3)=CC2=C(Br)C1=O (centres undefined),44,i,-15
Clc1ccc(-c2cn3cc(Br)ccc3n2)cc1Cl,33,i,-28
COC/C=C/C1=CC(=O)C[C@H](c2ccc3c(c2)OCO3)C1,10,·,-17
SMILES,OX1R antag-1,CHT allo act,OX1R antag-2
CCCCC(=O)NC(=S)Nc1cccc(Cl)c1N1CCCCC1,6,i,-26
CN(C)c1nc(OCCNC(=O)COc2ccc(Cl)cc2Cl)nc(N2CCOCC2)n1,18,i,-26
CC(OC(=O)c1ccc(-n2cnnn2)cc1)C(=O)NCc1ccccc1 (centres undefined),12,i,-3
O=C(CSc1nc2c(cnn2-c2ccc(F)cc2)c(=O)[nH]1)N1CCCCCC1,12,i,-25
C[C@@H]1C(=O)O[C@H]2CC34[C@H]5C[C@@H](C(C)(C)C)[C@]36[C@@H](OC(=O)[C@@H]6O)O[C@@]4(C(=O)O5)[C@]21O (some centres undefined),11,i,-2
NC(=O)COc1ccccc1,5,i,-11
Nc1nnc(SCn2nnc3ccccc3c2=O)s1,17,i,-1
CC(C)(C)NC(=O)CN(C(=O)c1snc(C(=O)NC2CCCCC2)c1N)c1ccccc1F,4,i,-29
Cc1nn(-c2ccccc2)c2c1C1(C(=O)N(C)c3ccccc31)C(C#N)=C(N)O2 (centres undefined),13,i,-21
